Pf Dd2 inh: P. falciparum Dd2 growth inhibition; SYBR Green, 72 h; stronger effect = lower value; activity change, % at 10 µM; 94,000 compounds, 2.3% hits; in the data active = activity change below about -80%; inconclusive = no clear call, values can overlap the other calls
KDM4C inh: blocks human GASC-1 (KDM4C) demethylase activity. Q9H3R0. inhibition, % at 12.5 µM. GST-KDM4C 2-372, H3K9me3 peptide, LANCE TR-FRET. AID 720574. 96,000 compounds, 0.15% hits;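 active = mean replicate inhibition above about 25%, with at least 55% of replicates also reaching it, limit read from the data, passing the limit was not always enough; inconclusive = only one of those two conditions met; inactive = neither condition met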
Target sequence (Q9H3R0 2-372 limits assumed): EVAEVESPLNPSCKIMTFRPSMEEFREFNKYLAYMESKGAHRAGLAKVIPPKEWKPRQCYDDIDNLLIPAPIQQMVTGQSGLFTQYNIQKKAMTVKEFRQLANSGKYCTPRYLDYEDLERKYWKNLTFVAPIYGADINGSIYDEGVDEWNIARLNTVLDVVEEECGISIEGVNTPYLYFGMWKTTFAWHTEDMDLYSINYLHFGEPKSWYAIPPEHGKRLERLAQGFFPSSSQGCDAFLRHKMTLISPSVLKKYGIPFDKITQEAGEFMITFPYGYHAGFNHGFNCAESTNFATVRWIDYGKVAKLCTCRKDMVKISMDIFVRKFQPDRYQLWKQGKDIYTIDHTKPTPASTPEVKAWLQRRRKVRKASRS
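Compound: one test concentration per compound; Material: GST-GASC-1 enzyme fragment 2-372; Amount: GASC-1 enzyme at 10 nM final in reaction; Also added: H3K9me3 peptide substrate, Fe(II), 2-oxoglutarate; Technique: LANCE TR-FRET; Times: 30 min demethylation and 1 h detection at room temperature.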
Tcruzi prolif: inhibitors of T. cruzi proliferation; inhibition, % at 8.34 µM; T. cruzi beta-gal in NIH3T3, GalScreen luminescence, 90 h; 77,000 compounds, 5.9% hits;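 active = mean inhibition above about 93%, with at least 55% of replicates each passing it, limit read from the data, passing the limit was not always enough; inconclusive = only one of those two conditions holds; inactive = neither condition holds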
C diff growth: blocks growth of Clostridium difficile | Clostridium difficile clinical isolate growth, OD600, 24 h; stronger effect = lower value | growth activity, negative = inhibition, % at 16 µg/mL (by protocol) | 86,000 compounds, 0.25% hits | AID 1259249;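 active = mean growth activity at or below -80% and every replicate also at or below -80%; inconclusive = mean at or below -80% but some replicate above -80%; inactive = mean growth activity above -80%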;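 also: 0% = DMSO wells and -100% = levofloxacin 16 µg/mL wells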
* hit, by the source's call; ? = inconclusive; · = not tested or not shown; & = joins results of further samples.

SMILES | Pf Dd2 inh | KDM4C inh | Tcruzi prolif | C diff growth
C[C@@H]1CCCCO[C@H](CN(C)Cc2ccc3c(c2)OCO3)[C@H](C)CN([C@@H](C)CO)C(=O)c2cc(NC(=O)Nc3ccc(F)cc3)ccc2O1 | -64 | -2.0 | 105* | 12
CCCNC(=O)N1CC2(CCN(C(=O)CC3CC3)CC2)c2c(n(C)c3cc(OC)ccc23)[C@@H]1CO | -38 | -0.2 | · | 7
O=C(Cc1ccccc1)N1CC[C@@H]2[C@H](CO)Nc3ccc(C#Cc4cccc(F)c4)cc3[C@@H]21 | 8 | -0.3 | 32 | 59
CC(C)NC(=O)Nc1ccc2c(c1)C(=O)N([C@@H](C)CO)C[C@H](C)[C@H](CN(C)Cc1ccc(C(F)(F)F)cc1)O2 | 12 | 0.8 | · | 1&-5
C[C@H]1CN([C@@H](C)CO)C(=O)c2cc(C#Cc3cccc(F)c3)cnc2O[C@@H]1CN(C)CC1CCCC1 | -70 | · | · | 16
Cc1noc(C)c1S(=O)(=O)N(C)C[C@@H]1Oc2ccc(NS(=O)(=O)c3ccc(F)cc3)cc2CC(=O)N([C@@H](C)CO)C[C@@H]1C | -1 | -0.4 | 45 | -9
C[C@@H]1CN([C@@H](C)CO)C(=O)c2cc(NC(=O)Cc3cn(C)c4ccccc34)ccc2O[C@@H]1CN(C)S(C)(=O)=O | -10 | -0.9 | 18 | -1
COc1ccc(NC(=O)Nc2ccc3c(c2)CC(=O)N([C@H](C)CO)C[C@@H](C)[C@@H](CN(C)CC2CC2)O3)cc1 | -36 | -0.4 | 28 | -5
COc1ccc(-c2ccc3c(c2)[C@H]2[C@H](CCN2S(=O)(=O)c2ccc(OC)cc2)[C@@H](CO)N3C)cc1 | -31 | -2.3 | 61 | 0
C[C@@H]1CN([C@@H](C)CO)C(=O)c2cccc(NC(=O)c3ccncc3)c2O[C@H]1CN(C)C(=O)Nc1ccc2c(c1)OCO2 | 16 | 1.8 | -220 | -3
COc1ccc(CN(C)C[C@@H]2Oc3c(NS(=O)(=O)c4cccs4)cccc3C(=O)N([C@@H](C)CO)C[C@@H]2C)cc1 | 0 | 0.3 | 33 | 3
CC(=O)N[C@H]1CC[C@H](CC(=O)NCC2CCCCC2)O[C@@H]1CO | 1 | -1.2 | -26 | -4
Cc1ccc(S(=O)(=O)Nc2ccc3c(c2)C(=O)N([C@@H](C)CO)C[C@H](C)[C@@H](CN(C)S(=O)(=O)c2ccc(C)cc2)O3)cc1 | -16 | 0.9 | 29 | -4
C[C@H](CO)N1C[C@H](C)[C@H](CN(C)C(=O)CN(C)C)Oc2cc(C#C[C@@H](C)O)ccc2S1(=O)=O | 9 | -0.4 | 10 | -1
CN1C(=O)c2cc(NC(=O)Cc3ccccc3)ccc2OC[C@@H]2O[C@@H](CC(=O)NCC3CC3)CC[C@H]21 | 0 | -0.5 | -2 | 8
O=C(C[C@@H]1C[C@H]2c3cc(NC(=O)Nc4ccccc4)ccc3O[C@H]2[C@@H](CO)O1)NC1CCCCC1 | -2 | -1.7 | 14 | ·
CNC(=O)C[C@H]1CC[C@@H]2[C@@H](COc3ccc(NC(=O)c4cc(F)cc(F)c4)cc3C(=O)N2C)O1 | -45 | -0.3 | -10 | 9
CO[C@H]1CN(C)C(=O)c2ccc(NC(=O)c3ccc(F)cc3)cc2OC[C@@H](C)N(C)C[C@H]1C | 8 | -0.9 | -10 | 0
COc1ccc(NC(=O)N(C)C[C@@H]2Oc3c(NC(=O)Nc4ccc(F)cc4)cccc3C(=O)N([C@@H](C)CO)C[C@@H]2C)cc1 | 11 | -1.4 | 14 | 1
CNC(=O)C[C@H]1CC[C@H]2[C@@H](COc3ccc(NC(=O)Nc4c(C)noc4C)cc3C(=O)N2C)O1 | -1 | -1.5 | -3 | -1
CN1c2ccc(Br)cc2[C@@H]2[C@@H](CCN2C(=O)Cc2ccccc2)[C@@H]1CO | 9 | 0.1 | 27 | 46
C/C=C/c1ccc([C@H]2[C@@H](CO)N(C(=O)Cc3cccnc3)[C@@H]2CNC(C)=O)cc1 | 10 | 1.5 | 17 | -4
COCC(=O)N(C)C[C@H]1Oc2cc(-c3cccc(F)c3)ccc2S(=O)(=O)N([C@H](C)CO)C[C@@H]1C | 50 | 1.6 | 5 | 0
CNC[C@H]1Oc2ccc(NC(=O)Nc3ccc4c(c3)OCO4)cc2C(=O)N([C@H](C)CO)C[C@@H]1C | 12 | 0.6 | -3 | -1

Shown with two lines to a compound: three of the compounds above.
Fields: Pf Dd2 inh	KDM4C inh	Tcruzi prolif	C diff growth
- O=C(C[C@@H]1C[C@H]2c3cc(NC(=O)Nc4ccccc4)ccc3O[C@H]2[C@@H](CO)O1)NC1CCCCC1
→ -2	-1.7	14	·
- CNC(=O)C[C@H]1CC[C@@H]2[C@@H](COc3ccc(NC(=O)c4cc(F)cc(F)c4)cc3C(=O)N2C)O1
→ -45	-0.3	-10	9
- CO[C@H]1CN(C)C(=O)c2ccc(NC(=O)c3ccc(F)cc3)cc2OC[C@@H](C)N(C)C[C@H]1C
→ 8	-0.9	-10	0

Next section:
SMILES | Pf Dd2 inh | KDM4C inh | Tcruzi prolif | C diff growth
CO[C@H]1CN(C)C(=O)c2cc(NC(=O)c3cnccn3)ccc2OC[C@H](C)N(C)C[C@H]1C | -4 | -0.2 | 13 | ·
O=C(C[C@@H]1CC[C@H]2[C@@H](COC[C@@H](O)CN2C(=O)C2CC2)O1)NCc1ccncc1 | 7 | 0.4 | -7 | -2
CCCC(=O)Nc1ccc2c(c1)C(=O)N(C)C[C@@H](OC)[C@@H](C)CN(C(=O)c1cnccn1)[C@@H](C)CO2 | 21 | 0.4 | 53 | -2
COc1ccc2c3c([nH]c2c1)[C@@H](CO)N(C)CC31CN(C(=O)c2ccccc2F)C1 | -61 | ? | · | -1
CCCNC(=O)Nc1ccc2c(c1)C(=O)N(C)C[C@H](OC)[C@@H](C)CN(Cc1cccnc1)[C@@H](C)CO2 | 5 | -1.7 | 17 | ·
COc1ccc2c3c([nH]c2c1)[C@H](CO)N(C(C)=O)CC31CN(C(=O)c2cccc(F)c2)C1 | 21 | -0.6 | · | -4
O=C(NCC[C@@H]1CC[C@H](NC(=O)c2cccnc2)[C@H](CO)O1)Nc1ccc(F)cc1 | -14 | 0.0 | 30 | 6
C[C@H](CO)N1C[C@H](C)[C@@H](CN(C)Cc2ccncc2)Oc2ccc(NC(=O)Nc3ccc(F)cc3)cc2C1=O | 5 | -0.4 | 47 | -2
N#C[C@H]1[C@H](c2ccccc2C2=CCCC2)[C@H](CO)N1C(=O)NC1CCCCC1 | -34 | -0.8 | · | -10
Cc1noc(C)c1S(=O)(=O)Nc1ccc2c(c1)C(=O)N([C@@H](C)CO)C[C@H](C)[C@H](CN(C)C(=O)CCC(F)(F)F)OCCCC[C@H](C)O2 | -10 | -0.8 | -12 | 4
COc1ccccc1NC(=O)N1CCCCN2[C@@H](CO)[C@@H](c3ccc(C#Cc4ccccc4)cc3)[C@@H]2C1 | -76 | -1.6 | 94 | 16
CCCNC(=O)C[C@H]1CC[C@@H]2[C@H](COC[C@@H](O)CN2CC2CCCCC2)O1 | -52 | 1.8 | · | 3&2
COc1ccc2c3c(n(C)c2c1)[C@@H](CO)N(Cc1ccncc1)CC31CN(C(=O)C2CCCC2)C1 | -49 | 0.7 | · | -2
C[C@H](CO)N1C[C@H](C)[C@@H](CN(C)Cc2ccc(-c3ccccc3)cc2)Oc2c(NC(=O)NC3CCCCC3)cccc2C1=O | -39 | · | 105* | 18
C[C@@H]1CN([C@@H](C)CO)C(=O)c2cc(NC(=O)Cc3cn(C)c4ccccc34)ccc2O[C@@H]1CN(C)C(=O)Nc1ccc(F)cc1 | 7 | 15 | 21 | 0
Cc1noc(C)c1S(=O)(=O)N(C)C[C@@H]1Oc2c(NS(=O)(=O)c3cn(C)cn3)cccc2C(=O)N([C@@H](C)CO)C[C@@H]1C | 14 | 1.6 | -17 | 1
CN1[C@H](C(=O)NC2CCCC2)[C@@H](CO)[C@@H]2Cn3c(ccc(-c4cccc(F)c4)c3=O)[C@@H]21 | 4 | 6.9 | · | 34
C[C@H]1CN([C@@H](C)CO)C(=O)Cc2cc(NS(=O)(=O)c3ccc(F)cc3)ccc2O[C@H]1CN(C)C(=O)NC1CCCCC1 | -3 | -0.9 | 8 | 4
COc1ccc(NC(=O)Nc2ccc3c(c2)C(=O)N([C@H](C)CO)C[C@@H](C)[C@@H](CN(C)S(=O)(=O)c2cccs2)O3)cc1 | 7 | -1.4 | 21 | -4
CNC[C@@H]1Oc2ccc(NC(=O)Nc3c(C)noc3C)cc2C(=O)N([C@@H](C)CO)C[C@@H]1C | -25 | 0.2 | 12 | 3
C[C@H](NC(=O)C[C@H]1CC[C@H]2[C@@H](COC[C@H](O)CN2C(=O)Nc2cc(Cl)cc(Cl)c2)O1)c1ccccc1 | -1 | -0.5 | 20 | ·
O=C(C[C@@H]1C[C@H]2c3cc(NC(=O)C4CCC4)ccc3O[C@H]2[C@H](CO)O1)NCc1ccc2c(c1)OCO2 | -14 | 0.1 | -3 | 3
O=C(Cc1cccnc1)N1CC(=O)N2[C@H](C1)[C@H](c1ccc(C3=CCCC3)cc1)[C@@H]2CO | -35 | 0.3 | · | 1
CC(C)NC(=O)Nc1ccc2c(c1)C(=O)N([C@H](C)CO)C[C@@H](C)[C@@H](CN(C)C(=O)Nc1ccccc1)OCCCC[C@@H](C)O2 | -75 | 1.8 | 21 | 15

Fetched one by one from the entries so far, 2 records:
SMILES | Pf Dd2 inh | KDM4C inh | Tcruzi prolif | C diff growth
O=C(Cc1cccnc1)N1CC(=O)N2[C@H](C1)[C@H](c1ccc(C3=CCCC3)cc1)[C@@H]2CO | -35 | 0.3 | · | 1
C[C@H](NC(=O)C[C@H]1CC[C@H]2[C@@H](COC[C@H](O)CN2C(=O)Nc2cc(Cl)cc(Cl)c2)O1)c1ccccc1 | -1 | -0.5 | 20 | ·

Later entries.
SMILES | Pf Dd2 inh | KDM4C inh | Tcruzi prolif | C diff growth
O=C(Nc1cc(F)ccc1F)N1CCCCN2[C@H](CO)[C@H](c3ccc(-c4cncnc4)cc3)[C@@H]2C1 | 21 | -2.6 | 115* | -4
COc1cccc(NC(=O)N[C@H]2C=C[C@H](CC(=O)N3CCN(C)CC3)O[C@@H]2CO)c1 | -14 | -0.1 | -3 | 1
CCC(=O)Nc1ccc2c(c1)OC[C@@H](C)N(C(=O)CC)C[C@H](C)[C@@H](OC)CN(C)C2=O | · | 0.3 | 3 | ·
C[C@@H]1CN([C@@H](C)CO)S(=O)(=O)c2ccc(-c3cccnc3)cc2O[C@@H]1CN(C)C(=O)C1CCC1 | 11 | 0.3 | 44 | 0
COc1ccc(S(=O)(=O)Nc2ccc3c(c2)C(=O)N([C@H](C)CO)C[C@H](C)[C@@H](CN(C)CC2CCCCC2)OCCCC[C@@H](C)O3)cc1 | -32 | -0.1 | -30 | 1
C[C@@H]1CN([C@@H](C)CO)C(=O)c2cc(NC(=O)C3CCCCC3)ccc2O[C@@H](C)CCCCO[C@@H]1CN(C)S(=O)(=O)c1ccccc1 | -51 | 0.4 | 38 | -2
C[C@@H]1CCCCO[C@H](CN(C)C(=O)c2ccccc2)[C@@H](C)CN([C@@H](C)CO)C(=O)c2cc(NC(=O)c3ccncc3)ccc2O1 | 0 | 11 | 27 | 0
COc1ccc(CN(C)C[C@H]2OCCCC[C@H](C)Oc3ccc(NC(=O)c4ccncc4)cc3C(=O)N([C@H](C)CO)C[C@H]2C)cc1 | -27 | 20 | 53 | -1
C[C@@H]1CCCCO[C@H](CN(C)S(=O)(=O)c2ccccc2)[C@H](C)CN([C@@H](C)CO)C(=O)c2cc(NC(=O)Nc3ccc4c(c3)OCO4)ccc2O1 | -61 | -0.2 | 67 | 8
C[C@@H]1CN([C@H](C)CO)C(=O)c2cc(C3=CCCC3)cnc2O[C@@H]1CN(C)Cc1ccccn1 | 11 | 0.9 | -138 | -1
CO[C@H]1CN(C)C(=O)c2cc(NS(=O)(=O)c3ccc(C)cc3)ccc2OC[C@H](C)N(C)C[C@H]1C | -9 | -0.9 | 52 | ·
COc1ccc(NC(=O)Nc2ccc3c(c2)C(=O)N([C@@H](C)CO)C[C@@H](C)[C@@H](CN(C)S(=O)(=O)c2ccc(C)cc2)OCCCC[C@H](C)O3)cc1 | -62 | -0.4 | -24 | ·
Cc1noc(C)c1S(=O)(=O)Nc1ccc2c(c1)C(=O)N([C@@H](C)CO)C[C@@H](C)[C@H](CN(C)Cc1ccc3c(c1)OCO3)OCCCC[C@H](C)O2 | -70 | -0.1 | 61 | 10
C[C@@H]1CN([C@H](C)CO)C(=O)c2cc(NC(=O)c3ccccc3)ccc2O[C@@H](C)CCCCO[C@H]1CN(C)S(=O)(=O)c1cn(C)cn1 | 19 | 1.2 | -11 | 4
C[C@@H]1CN([C@@H](C)CO)C(=O)c2cc(NC(=O)Nc3ccc(F)cc3)ccc2O[C@H]1CN(C)C(=O)Nc1ccc(C(F)(F)F)cc1 | -40 | -0.9 | -33 | -7
COc1ccc2c3c(n(C)c2c1)[C@H](CO)N(C(=O)NC1CCCCC1)CC31CN(C)C1 | 24 | · | · | -12

Compound activity from PubChem BioAssay.

This is a random part of the collection. Share with any hit: about 7%.
